Compound activity from PubChem.
LGR2 inh: inhibitors of bursicon-induced LGR2 CRE-luciferase signal, primary screen, cell-based, HEK293, CRE-luciferase reporter, bursicon stimulation; Drosophila bursicon receptor LGR2 (rickets); bursicon-stimulated, 4 h; inhibition, % at 9.99 µM; hit rate 0.35% among 380,000; AID 720647, 2013;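 active means drop in luminescence signal, shown as inhibition above about 50% in the replicate tests, limit read from the data, passing the limit was not always enough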;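 further: agonist challenge used bursicon conditioned medium at about half maximal strength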
Cneo AK release: Cryptococcus neoformans cell lysis inducers, primary screen, AK release luminescence, single concentration; C. neoformans lysis, adenylate kinase release luminescence, 4 h; normalised: neutral wells 0, clomiphene wells 100; lysis activity, % at 15 µM; hit rate 0.2% among 360,000; AID 651654, 2012;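 active means mean lysis activity across replicates of at least 80%, whatever share of replicates individually reach that level; inactive means mean lysis activity below 80%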
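Material – log-phase Cryptococcus neoformans yeast cells · Input – 5 × 10^6 yeast cells/mL · Medium – fresh YPD growth medium · Doses – single compound concentration per well · Timing – static 4 h at 37 °C with compound, 1 h detection · Detection – adenylate kinase release luminescence · Read-out – signal increase indicating cell lysis · Control set – Clomiphene as positive lysis control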
PGC1a acetyl inh: inhibitors of PGC1a acetylation signal, primary screen, cell-based, U2OS, AlphaScreen, inhibitor mode; AlphaScreen anti-acetyl-lysine; with virally co-expressed GCN5 acetyltransferase; inhibition, % at 15.6 µM; hit rate 0.17% among 350,000;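 active means every replicate shows inhibition of at least 40%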;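 further: 0% = neutral control wells and 100% = positive control wells; some results beyond the cut were filed as inactive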
SIRT5 block: SIRT5 desuccinylase inhibitors, primary screen, biochemical, fluorescence imaging, single point, set 5. NAD-dependent protein deacylase sirtuin-5, mitochondrial (Homo sapiens), Q9NXA8. Purified SirT5, succinyl-peptide AMC, trypsin-coupled fluorescence. inhibition, % at 15 µM. hit rate 1.1% among 330,000. AID 652115, 2013; in the data active means inhibition above about 15%
C2C12 statin: suppressors of statin myotoxicity in C2C12 myotubes, primary screen, cell-based, single point, plate reader. C2C12 myotubes + simvastatin, ATP luminescence, 48 h; scaled: DMSO 0, geranylgeraniol control 100. rescue of ATP level, % at 7.49 µM. hit rate 0.78% among 330,000. AID 602340, 2012;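 active means mean ATP rescue above about 67%, or every replicate alone reaching that limit, limit read from the data, passing the limit was not always enough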;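 further: myotubes were challenged with 10 µM simvastatin during compound exposure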
Xi reactivation: activators of inactive X chromosome reactivation, primary screen, imaging, XiGFP fibroblasts, GFP high-content imaging, set 2. XiGFP mouse fibroblasts, % GFP-positive cells imaging, 3 d; cells co-treated with 5-aza-dC sensitizer; scaled so ellipticine positive control = 100%. activation, % at 7.58 µM. hit rate 0.055% among 360,000. AID 743238, 2013;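 active means mean normalized replicate activation at least 10% and every replicate at or above 10%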;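 further: 0% = median of on-plate neutral control wells and 100% = ellipticine 6 µM median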
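Material: XiGFP fibroblasts, SV40-immortalized. Buffer or medium: DMEM plus 5-aza-dC sensitizer. Compound: single concentration per compound, delivered by pin transfer. Times: 3 days compound exposure. Controls: ellipticine 6 µM.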
S100A4 inh HTS: inhibitors of S100A4-myosin IIA peptide binding, primary screen, biochemical, fluorescence polarization, TAMRA-MyoIIA peptide; inhibition, % at 10.7 µM; hit rate 0.14% among 360,000;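 active means mean inhibition of at least 70% across replicates, with every replicate also reaching that level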
Target sequence (P26447 whole entry, looked up): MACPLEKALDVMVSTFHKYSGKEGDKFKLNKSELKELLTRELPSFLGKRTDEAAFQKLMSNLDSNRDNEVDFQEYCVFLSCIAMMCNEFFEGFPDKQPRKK
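Compound dosing: one dose per compound; test system: human S100A4 monomer with TAMRA-labelled myosin IIA peptide; probe or stimulus: TAMRA-labelled myosin IIA heavy-chain peptide probe, 5 nM; medium: HEPES buffer with Ca2+, pH 7.2; schedule: 5 min incubation before reading; benchmarks: neutral control DMSO, positive control TFP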
ERAP1 HTS inh: human ERAP1 aminopeptidase inhibitors, primary screen, biochemical, single point, plate reader | Endoplasmic reticulum aminopeptidase 1 (Homo sapiens), Q9NZ08 | recombinant ERAP1, Leu-AMC fluorescence, 60 min | inhibition, % at 10.7 µM | hit rate 0.15% among 340,000 | AID 652197, 2013;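 active means mean replicate inhibition of at least 30%, or all replicates individually reaching that 30% level; inactive means mean below 30% and not every replicate reaching it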;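 further: 0% = neutral control wells and 100% = L-leucinethiol positive control wells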
Target sequence (Q9NZ08 whole entry, looked up): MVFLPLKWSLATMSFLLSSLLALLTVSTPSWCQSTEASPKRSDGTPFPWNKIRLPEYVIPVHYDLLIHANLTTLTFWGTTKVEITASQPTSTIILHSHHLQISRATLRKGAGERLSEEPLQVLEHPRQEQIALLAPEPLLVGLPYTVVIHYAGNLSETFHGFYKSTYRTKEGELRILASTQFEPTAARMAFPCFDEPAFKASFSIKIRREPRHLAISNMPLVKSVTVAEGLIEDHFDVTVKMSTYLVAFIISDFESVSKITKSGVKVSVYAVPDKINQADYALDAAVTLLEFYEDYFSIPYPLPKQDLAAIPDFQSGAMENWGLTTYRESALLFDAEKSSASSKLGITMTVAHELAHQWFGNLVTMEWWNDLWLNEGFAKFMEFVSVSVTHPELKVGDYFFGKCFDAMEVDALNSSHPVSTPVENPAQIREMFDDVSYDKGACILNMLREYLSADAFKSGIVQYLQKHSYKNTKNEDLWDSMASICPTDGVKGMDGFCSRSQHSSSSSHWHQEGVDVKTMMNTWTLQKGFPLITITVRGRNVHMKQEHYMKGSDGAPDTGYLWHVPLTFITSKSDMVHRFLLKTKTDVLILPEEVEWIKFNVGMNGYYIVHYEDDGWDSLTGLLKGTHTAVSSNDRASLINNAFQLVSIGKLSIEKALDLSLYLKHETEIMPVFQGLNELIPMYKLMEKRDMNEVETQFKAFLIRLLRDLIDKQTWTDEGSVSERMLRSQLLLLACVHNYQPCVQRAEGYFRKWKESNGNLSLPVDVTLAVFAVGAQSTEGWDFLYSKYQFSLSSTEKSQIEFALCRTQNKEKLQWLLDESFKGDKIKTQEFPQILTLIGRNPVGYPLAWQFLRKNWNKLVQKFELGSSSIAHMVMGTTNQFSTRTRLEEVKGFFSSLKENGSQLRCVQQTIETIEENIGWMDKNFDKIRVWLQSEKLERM
The depositor's hits bear a star; nt = no result given; & = joins results of further samples. This is a subset, so the mix of outcomes need not match the whole.

SMILES | LGR2 inh | Cneo AK release | PGC1a acetyl inh | SIRT5 block | C2C12 statin | Xi reactivation | S100A4 inh HTS | ERAP1 HTS inh
N/C(=N\OC(=O)c1ccc(Cl)cc1Cl)c1ccncc1 | nt | nt | nt | 0 | nt | 0.0 | -3 | -1
CCC(C)C(CO)NCCCn1cnc2c(OCc3ccccc3)ncnc21 (stereo not drawn) | 3 | -1 | -22 | -4 | 10 | 0.0 | 1 | 5
COc1ccccc1-c1cnc2c(c1)C(=O)N([C@@H](C)CO)C[C@@H](C)[C@@H](CN(C)C)O2 | 13 | -2 | 8 | 3 | 10 | 0.2 | 21 | 2
CCCc1nnc(SCC(=O)N2CCCC2)n1Cc1ccco1 | -6 | nt | 4 | nt | nt | 0.2 | 3 | -3
C/C(=N\NC(=S)Nc1ccccc1C)c1cc2ccccc2o1 | -2 | 11 | 2 | -7 | nt | 1.6 | 1 | -3
CCOC(=O)c1c(C)c(C(=O)Nc2ccccc2)c(C)n1CC | 0 | 0 | 1 | nt | 2 | nt | nt | nt
O=C1C(=O)N(Cc2cccnc2)C(c2cccc([N+](=O)[O-])c2)/C1=C(/O)c1ccc2c(c1)OCO2 (stereo not drawn) | 1 | -2 | nt | 3 | 10 | 0.3 | -4 | 4
Cc1cccc(C)c1Cn1c(C)c(C(=O)NCc2ccc([N+](=O)[O-])cc2)sc1=O | 5 | 1 | nt | nt | 4 | 0.1 | 6 | nt
Cn1c(-c2ccccc2)c(C=O)c2ccccc21 | -32 | nt | nt | 3 | nt | -0.1 | -20 | -3
Cc1ccc(CCNC(=O)CN2C(=O)COc3ccc(S(=O)(=O)N4CCOCC4)cc32)cc1 | -2 | 1 | 5 | 1 | -15 | 0.1 | -7 | -3
CCOc1ccccc1OCCCC(=O)NNC(=O)c1nn(C)c(=O)c2ccccc12 | -21 | -1 | 13 | -4 | -13 | 1.0 | 0 | 0
C[C@@H]1CN([C@@H](C)CO)C(=O)c2cc(C#CC3CC3)cnc2O[C@@H]1CN(C)C(=O)c1ccncc1 | 3 | nt | 0 | nt | 15 | -0.9 | nt | nt
COc1cccc(CC2(CO)CCCN(Cc3ccc(-c4ccco4)cc3)C2)c1 (stereo not drawn) | -1 | nt | nt | 0 | nt | 0.0 | -15 | 2
Cn1cccc1C(=O)OCC(=O)NC1CCS(=O)(=O)C1 (stereo not drawn) | -13 | nt | -2 | nt | nt | 0.8 | -2 | -2
COc1cc(/C=C/C(=O)OCC(=O)Nc2ccc([N+](=O)[O-])cc2)ccc1O | -9 | -16 | -10 | -4 | 18 | 0.0 | 0 | -4
CC(NC(=O)CN(C)Cc1cccc(Cl)c1)c1ccccc1 (stereo not drawn) | 5 | 15 | -10 | -3 | 3 | -0.1 | 0 | -1
C[C@H](CO)N1C[C@H](C)[C@H](CN(C)C(=O)Cc2ccccc2)Oc2ncc(C3=CCCCC3)cc2C1=O | -7 | nt | 17 | 21* | nt | -0.8 | -2 | 1
CN(CCNC(=O)CCCOc1cc(=O)n(C)c2ccccc12)Cc1ccccc1 | 3 | nt | nt | 0 | nt | 0.4 | 3 | -1
C[C@@H]1CN([C@H](C)CO)C(=O)c2cc(NC(=O)Nc3ccc(F)cc3)ccc2O[C@@H](C)CCCCO[C@@H]1CN(C)C(=O)C1CCCCC1 | 3 | -1 | -3 | 5 | nt | 0.0 | -7 | 3
O=C(COC(=O)CCCc1nc2ccccc2s1)NC(=O)NCc1ccco1 | 5 | -2 | nt | -10 | 2 | 0.0 | 9 | 4
O=C(COC(=O)Cc1ccccc1F)Nc1cc(S(=O)(=O)N2CCOCC2)ccc1N1CCCC1 | -1 | nt | nt | 2 | nt | -0.1 | -1 | -2
O=C(NCCCCl)C1CC(=O)N(CCc2ccc(F)cc2)C1 (stereo not drawn) | 2 | 3 | 0 | -1 | 3 | 0.0 | -8 | -6
CCn1ccnc1CN(C)C(=O)CC1C(=O)NCCN1Cc1c(F)cccc1Cl (stereo not drawn) | 20 | 3 | -6 | 19* | 21 | 0.0 | -1 | 1
COc1ccc2c3c(n(C)c2c1)[C@@H](CO)N(C)CC31CN(CC2CC2)C1 | 3 | nt | 2 | -3 | nt | 0.0 | 9 | 2
Cc1ccc(NC(=O)/C(C#N)=C/c2ccc(Sc3nc(C)cc(C)n3)o2)cc1 | -1 | 8 | -1 | -7 | -10 | nt | -1 | 1
C=CCN(C(=O)CSc1nc2ccsc2c(=O)n1Cc1ccc(C(=O)O)cc1)c1ccccc1 | 1 | -1 | 4 | nt | 15 | 0.1 | -4 | -19
C[C@@H]1ON(C)[C@H]2C[C@H]3c4cc(-c5ccc6c(c5)OCO6)ccc4CCN3C[C@@H]12 | -8 | nt | nt | -1 | nt | 0.3 | 1 | 6
NC(=O)CN1CCOCCOCCN(CC(N)=O)CCOCC1 | -26 | -1 | -4 | nt | -8 | nt | nt | nt
CCC1CCCCN1Cc1nc2c(c(=O)n(C)c(=O)n2C)n1Cc1ccccc1 (stereo not drawn) | 14 | 0 | nt | 0 | 0 | 0.1 | 3 | 3
CCCC#Cc1ccc2c(c1)[C@@H]1[C@@H](CCN1S(=O)(=O)c1ccc(F)cc1)[C@@H](CO)N2C | 2 | 0 | -1 | -1 | 36 | 0.1 | -7 | 0
CCCNC(=O)N1[C@H](CO)[C@H](c2ccc(-c3cccnc3)cc2)[C@@H]1C#N | 15 | -1 | 11 | 0 | 9 | 0.3 | 1 | 6
COc1cc2c(c(OC)c1CC=C(C)C)C[C@H](c1ccc(O)cc1O)CO2 | nt | 3 | -15 | 1 | 9 | nt | -9 | -1
c1ccc(-c2cc(N3CCCCC3)c3ccccc3n2)cc1 | 8 | nt | 5 | nt | nt | 0.3 | -1 | -1
CCC(CC)C1C(C#N)=C(N)Oc2cc(C)oc(=O)c21 (stereo not drawn) | -15 | -1 | 3 | -3 | 12 | nt | -3 | -1
COc1cc(Cn2c3ccc(NC(=O)CCc4cccnc4)cc3c(=O)n2C)ccc1F | 25 | 3 | 11 | nt | -3 | -0.1 | 1 | 17
Cc1n[nH]c(=O)c2c(NC(=O)CSc3nc4ccccc4c(=O)n3CCCO)oc(C)c12 | -1 | 1 | 2 | 3 | 4 | 0.0 | -2 | -1
C#Cc1ccc([C@@H]2C=C(C(=O)NCc3ccccc3)O[C@H](OCCCCO)C2)cc1 | 1 | -1&6 | -3&2 | 0 | 0 | 0.0 | -9 | -2
COC(=O)[C@H]1[C@H](CO)[C@H]2Cn3c(ccc(/C=C/c4ccccc4)c3=O)[C@H]2N1C(=O)C1CCCC1 | 1 | -3 | nt | -74 | -1 | 0.0 | 0 | -6
CN(C)CCNC(=S)Nc1ccc(F)c(F)c1F | nt | 1 | nt | 0 | -2 | 0.4 | 10 | -1
COc1ccc(CNc2cccc(C)n2)c(O)c1 | -5 | -2 | -9 | 1 | 7 | 0.0 | -3 | -1
O=C(Nc1cccc(-n2cccn2)c1)C1CCCN(Cc2cc3ccccc3[nH]2)C1 (stereo not drawn) | 7 | 6 | 15 | -2 | 18 | 0.0 | 1 | 5
CC(C)CC(N)c1csc(Nc2ccccn2)n1 (stereo not drawn) | 6 | -1 | -6 | 0 | 2 | 0.0 | 11 | 11
Cc1cc2ccccn2c1C(=O)c1nc(NCc2ccccc2)ncc1Cl | -4 | nt | nt | -3 | nt | -0.1 | -2 | 5
Cc1coc2c1c(C)cc1oc(=O)c(CC(=O)NCCCN3CCCC3=O)c(C)c12 | -10 | 3 | -9 | nt | 12 | nt | 0 | nt
NCCS | -2 | 1 | -6 | 8 | 3 | 0.0 | -1 | 0
CCc1nn(CC(=O)NCCCN2CCN(C)CC2)c(=O)c2cc3sc(C)cc3n12 | 9 | 0 | -3 | -1 | -12 | 0.0 | -3 | 4
COc1ccc(S(=O)(=O)Oc2ccc3c(c2)O/C(=C\c2cccnc2)C3=O)cc1 | 9 | 1 | -20 | -1 | -8 | nt | -2 | -3
COc1cccc(S(=O)(=O)N(C)C[C@@H]2Oc3ncc(/C=C/c4ccccc4)cc3C(=O)N([C@H](C)CO)C[C@@H]2C)c1 | 18 | 23 | 2 | -2 | 16 | -0.7 | -8 | 0
CC1CCCCC1NC(=O)c1cn(C)c2ccc(S(=O)(=O)N3CCOCC3)cc2c1=O (stereo not drawn) | -2 | 0 | 0 | -4 | -8 | 0.0 | -7 | -4
Cc1noc(C)c1NC(=O)N(C)C[C@@H]1Oc2ccc(NC(=O)Nc3ccccc3)cc2CC(=O)N([C@@H](C)CO)C[C@H]1C | -4 | -1 | -3 | -1 | -12 | 0.0 | 5 | -1
COCCn1c(SCc2ccc(C(=O)OC)o2)nnc1-c1c[nH]c2ccccc12 | 16 | -1 | -6 | -1 | 0 | -0.3 | -1 | -4
CCCCN1C[C@H](C)[C@@H](CC(=O)Nc2ccccc2)C1=O | -3 | 0 | 3 | -12 | 5 | 0.2 | -14 | -2
COc1ccc(Cc2nc3ccc(C(=O)N4CCN(C)C(C)C4)cc3o2)cc1OC (stereo not drawn) | -2 | -1 | -1 | 2 | -21 | 0.2 | -29 | -3
Cc1ccc(N2C(=O)c3sc4nnc(C)c(=O)n4c3C2=O)cc1 | 21 | 2 | 3 | 2 | 2 | nt | -2 | -2
O=C(C[C@@H]1CC[C@H]2[C@@H](COC[C@@H](O)CN2CC2CCCC2)O1)NCc1ccc(Cl)cc1 | 8 | nt | -3 | -1 | nt | 0.1 | 8 | 3
CC(=O)c1ccc(S(=O)(=O)N(C)CCCC(=O)N(C)Cc2c(F)cccc2Cl)cc1 | 21 | 0 | -10 | 0 | -16 | 0.1 | -3 | 8
CC1(C)CC2CC(C)(CN2C(=S)Nc2ccccc2F)C1 (stereo not drawn) | -23 | nt | nt | 0 | nt | -0.5 | 7 | -1

4 entries from above, ordered by molecular weight, falling:
SMILES | LGR2 inh | Cneo AK release | PGC1a acetyl inh | SIRT5 block | C2C12 statin | Xi reactivation | S100A4 inh HTS | ERAP1 HTS inh
Cc1noc(C)c1NC(=O)N(C)C[C@@H]1Oc2ccc(NC(=O)Nc3ccccc3)cc2CC(=O)N([C@@H](C)CO)C[C@H]1C | -4 | -1 | -3 | -1 | -12 | 0.0 | 5 | -1
O=C(C[C@@H]1CC[C@H]2[C@@H](COC[C@@H](O)CN2CC2CCCC2)O1)NCc1ccc(Cl)cc1 | 8 | nt | -3 | -1 | nt | 0.1 | 8 | 3
COCCn1c(SCc2ccc(C(=O)OC)o2)nnc1-c1c[nH]c2ccccc12 | 16 | -1 | -6 | -1 | 0 | -0.3 | -1 | -4
CCCCN1C[C@H](C)[C@@H](CC(=O)Nc2ccccc2)C1=O | -3 | 0 | 3 | -12 | 5 | 0.2 | -14 | -2
